MC4R antagonist = human MC4R antagonism in cAMP assay; P32245; MC4R-expressing cells, MTII-stimulated cAMP, LANCE TR-FRET; inhibition, % at 6.5 µM; actives 0.48% (n = 360,000); AID 540295;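 active = inhibition above its plate's cutoff, the mean of tested wells on that plate plus 3 SD, cut at about 29% in these data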;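 also: 0% = Melanotan II alone and 100% = Melanotan II plus saturating MCL0020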
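Material: U2OS-MC4R stable cell line | Reagent: Melanotan II challenge after compound preincubation | Doses: One concentration, 6.5 µM nominal | Incubation: 30-min compound preincubation, 1-h Melanotan II challenge, 1-h detection, room temperature | Signal: TR-FRET cAMP assay | Replicates: One well per compound, no replicates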
Glyco luc inh = blocks N-linked glycosylation in D54 reporter cells; actives 0.23% (n = 360,000); AID 588692; D54 ERlucT glycosylation luciferase reporter, 24 h; percent of 100 nM tunicamycin response; reporter increase, % at 12.5 µM;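 active = mean luciferase reporter signal, scaled so untreated is 0 and the glycosylation-blocking control 100, at or above a set limit in every replicate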;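 also: luciferase carries N-glycosylation sites so blocking glycosylation raises the light; 0% = median of neutral control wells and 100% = median of 100 nM tunicamycin wells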
ABCB6 inh MLPCN = blocks the human ABCB6 transporter. Q9NP58. K562-ABCB6 porphyrin accumulation, flow cytometry, 1 h; stronger effect = lower value. fluorescence ratio to DMSO, % at 10 µM. actives 0.19% (n = 360,000). AID 602162;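 active = fluorescence ratio to DMSO below 75%, the collection mean minus 3 SD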;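 also: signal is porphyrin accumulated inside mitochondria; 100% equals median channel fluorescence of DMSO control wells; lower ratio means ABCB6 inhibition with less porphyrin fluorescence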
PDI turbidity = blocks human protein disulfide isomerase activity | P07237 | PDI insulin aggregation turbidity, A650, 90 min | inhibition, % at 10 µM | actives 0.052% (n = 350,000) | AID 588391;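 active = mean inhibition across replicates of 30% or more, whatever share of single replicates reach that level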;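 also: absorbance from insulin aggregation driven by PDI reduction with DTT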
Target sequence (P07237 whole entry, looked up): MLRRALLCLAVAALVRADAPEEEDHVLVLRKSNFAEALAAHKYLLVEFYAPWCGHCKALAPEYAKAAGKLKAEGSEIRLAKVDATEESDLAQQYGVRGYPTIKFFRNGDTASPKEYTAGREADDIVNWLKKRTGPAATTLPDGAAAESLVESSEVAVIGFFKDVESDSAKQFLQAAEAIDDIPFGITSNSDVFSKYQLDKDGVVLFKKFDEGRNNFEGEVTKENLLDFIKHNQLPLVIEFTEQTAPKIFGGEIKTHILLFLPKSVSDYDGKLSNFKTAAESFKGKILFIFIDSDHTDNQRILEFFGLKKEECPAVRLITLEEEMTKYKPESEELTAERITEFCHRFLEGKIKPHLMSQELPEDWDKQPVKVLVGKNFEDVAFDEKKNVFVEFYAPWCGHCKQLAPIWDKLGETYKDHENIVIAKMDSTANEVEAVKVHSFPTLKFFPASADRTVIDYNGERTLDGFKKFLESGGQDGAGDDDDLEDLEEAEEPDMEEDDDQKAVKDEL
MC4R ag barr = agonists of human melanocortin 4 receptor (MC4R) beta-arrestin; P32245; U2OS MC4R beta-arrestin complementation, luminescence; percent of melanotan II response, DMSO zero; activation, % at 8.9 µM; actives 0.98% (n = 360,000);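 active = activation above a per-plate cutoff, the mean activation of sample wells on that plate plus 3 SD, cut at about 8% in these data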
Vif inh = inhibitors of HIV Vif; HEK293T cells, Vif self-association by quenched fluorescence, imaging, 24 h; inhibition, % at 7.49 µM; actives 0.35% (n = 340,000); in the data active = inhibition above about 50%, passing the limit was not always enough; also: some results filed as inactive read as strong as hits
aDG glyco up = alpha-DG glycosylation activation; AID 624168; activation, % at 10 µM; Pro5-aDG cells, alpha-DG glycosylation AlphaScreen (IIH6); 0% Pro5, 100% B10-LARGE cell signal; actives 0.22% (n = 360,000);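 active = activation of at least 8% versus controls, or a plate z-score of at least 8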;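 also: Pro5 are CHO cells carrying HIG-tagged alpha-DG that lacks glycosylation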
m5-HT2A agonist = activates the mouse 5-HT2A serotonin receptor; P35363; CHO-K1 mHTR2A beta-arrestin complementation, luminescence; percent of 30 µM serotonin response; activation, % at 7.6 µM; actives 0.66% (n = 360,000);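 active = activation above a run cutoff, the mean activation of all tested compounds plus 3 SD, cut at about 14% in these data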;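 also: 0% = plate median of compound wells and 100% = 30 µM serotonin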
Target sequence (P35363 whole entry, looked up): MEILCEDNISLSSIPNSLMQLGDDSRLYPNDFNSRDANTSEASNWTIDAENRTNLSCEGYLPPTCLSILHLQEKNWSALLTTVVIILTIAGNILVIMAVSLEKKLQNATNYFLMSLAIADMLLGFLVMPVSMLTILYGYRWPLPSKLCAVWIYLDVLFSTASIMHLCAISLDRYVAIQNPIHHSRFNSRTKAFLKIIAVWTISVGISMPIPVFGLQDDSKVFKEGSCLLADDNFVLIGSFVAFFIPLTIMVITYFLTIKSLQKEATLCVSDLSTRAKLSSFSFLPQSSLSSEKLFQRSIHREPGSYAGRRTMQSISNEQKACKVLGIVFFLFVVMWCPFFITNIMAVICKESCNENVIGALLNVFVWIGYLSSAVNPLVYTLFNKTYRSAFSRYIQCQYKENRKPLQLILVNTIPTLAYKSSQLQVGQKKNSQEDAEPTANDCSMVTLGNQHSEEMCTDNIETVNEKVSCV
CaV13 ICDI inh = Disruptors of the CACNA1D IQ motif to Ca2+-dependent inactivation inhibitor domain association, primary screening, Förster resonance energy transfer in intact living … | HEK cells, CFP/YFP FRET ICDI-IQ, plate reader, 10 min; percent FRET-ratio fall versus neutral wells | inhibition, % at 12.3 µM | actives 0.098% (n = 340,000);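 active = mean replicate inhibition of at least 30% and at least 1% of replicates passing that level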;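 also: 0% = median of the neutral control wells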
H9c2 protect = protects H9c2 cardiomyocytes from peroxide injury; protection from H2O2 cell death, % at 20 µM; actives 0.63% (n = 360,000); H2O2 injury protection, ATPLite, 2 h;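 active = compounds giving at least 50% protection of heart cells from peroxide-induced death in the single-dose screen, raw or plate-pattern-corrected value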;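 also: 0% = DMSO wells with peroxide and 100% = DMSO wells without peroxide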
* hit, by the source's call; . = not tested or not shown.

Every second line gives: MC4R antagonist | Glyco luc inh | ABCB6 inh MLPCN | PDI turbidity | MC4R ag barr | Vif inh | aDG glyco up | m5-HT2A agonist | CaV13 ICDI inh | H9c2 protect
- CCOC(=O)c1csc(N/N=C2\CCc3ccccc32)n1
    -8.5 | 0.6 | 101.0 | -1.2 | -0.5 | -5.4 | 0.1 | 3.0 | -5.9 | 2.2
- CCCCOc1ccc(C(=O)NCC(=O)NCCOc2ccc(C)cc2)cc1
    8.5 | 0.6 | 98.0 | 5.4 | -0.4 | 31.4 | -0.4 | 1.8 | -7.8 | -7.8
- Cc1cccc(NC(=O)Nc2cnccn2)c1
    -6.8 | 1.1 | 100.0 | 10.0 | -0.2 | -3.6 | -0.2 | -1.9 | -4.6 | 1.1
- CN(C)/C=C(\C#N)C(=O)N/N=C/c1ccc(Cl)cc1
    8.2 | 1.4 | 97.0 | -8.0 | -0.7 | -1.4 | -0.1 | -1.4 | -18.8 | 4.7
- CCN1C(=O)CSC1=NC1C2CC3CC(C2)CC1C3 (centres undefined)
    6.0 | -3.5 | 100.0 | -3.1 | 2.9 | -4.2 | 3.0 | 1.2 | -5.9 | -31.7
- Cc1ccc(S(=O)(=O)Cn2nnnc2CN2CCOCC2)cc1
    1.6 | 0.8 | 86.0 | -3.5 | 0.3 | -0.7 | -0.4 | -2.6 | -8.9 | 6.5
- CCOc1ccc(NC(=O)C/C(C)=N/NC(=O)c2cnccn2)cc1
    -3.2 | 1.9 | 96.0 | 6.9 | -4.5 | 4.8 | -0.2 | 7.9 | -3.1 | 6.6
- Cc1cc(C)n2ncc(C(=O)NCc3cccnc3)c2n1
    16.4 | -0.2 | 98.0 | -0.3 | -2.2 | -6.0 | 0.0 | 5.8 | -5.5 | 0.7
- CCNC(=O)C1(C)CCCN(C(=O)/C=C/c2ccccc2)C1 (centres undefined)
    8.9 | -0.3 | 92.0 | 5.3 | 1.4 | . | -0.4 | -16.2 | -4.9 | 8.4
- Cc1ccc(S(=O)(=O)n2ccc3c2CCCC3=O)cc1
    9.5 | 6.2 | 97.0 | -1.9 | -2.3 | -1.0 | 0.1 | -1.6 | -7.2 | 3.9
- O=C(CSc1nnc(-c2ccc(S(=O)(=O)N3CCOCC3)cc2)o1)c1ccccc1F
    3.6 | -2.5 | 98.0 | 7.7 | 1.0 | 10.2 | -0.1 | 2.9 | -3.4 | -3.4
- O=C(O)CN1C(=O)NC2(CCCc3ccccc32)C1=O (centres undefined)
    5.8 | -0.8 | 97.0 | 4.0 | -0.2 | -12.7 | 0.0 | 0.6 | -3.9 | -0.4
- COC(=O)[C@H](CCSC)NC(=O)NCc1cccs1
    3.4 | 0.8 | 106.0 | 4.1 | -0.3 | 0.8 | -0.1 | 2.4 | -7.5 | 6.8
- Cc1nc2sc(C(c3ccc(F)cc3)N3CCOCC3)c(O)n2n1 (centres undefined)
    6.4 | -0.5 | 89.0 | 3.3 | -0.9 | -1.6 | -0.2 | 0.5 | -3.0 | -5.1
- O=C(NC1CCS(=O)(=O)C1)c1ccc(Br)s1 (centres undefined)
    4.4 | 2.5 | 100.0 | 12.1 | -1.5 | 1.3 | -0.3 | 10.6 | -4.5 | -4.0
- CCC(CC)NC(=O)Nc1ccccc1C
    11.5 | 2.7 | 103.0 | 1.6 | 0.5 | 1.1 | -0.1 | -4.0 | 4.0 | 6.2
- Cc1cc(NC(=O)c2ccco2)sc1C
    0.2 | -3.2 | 84.0 | -3.9 | 2.1 | -10.2 | -0.2 | 0.1 | -13.8 | -6.0
- O=C1C2C3CCC(C3)C2C(=O)N1Cc1ccccc1 (centres undefined)
    -4.4 | -0.6 | 104.0 | 1.3 | -2.2 | 0.3 | -0.1 | -3.7 | -1.9 | -4.0
- COc1cc(C(=O)NCCc2ccc(S(=O)(=O)N3CCCC3)cc2)cc(OC)c1OC
    8.9 | 3.7 | 97.0 | -1.1 | -1.1 | 4.2 | 0.2 | 6.0 | 6.3 | -6.1
- Cc1ccccc1-c1nc(CN2CCC(C(=O)NC3CCCCC3)CC2)c(C)o1
    -3.6 | -1.7 | 97.0 | -8.3 | -1.7 | -2.7 | 0.1 | -4.5 | -2.4 | -4.4

Continuation.
Every second line gives: MC4R antagonist | Glyco luc inh | ABCB6 inh MLPCN | PDI turbidity | MC4R ag barr | Vif inh | aDG glyco up | m5-HT2A agonist | CaV13 ICDI inh | H9c2 protect
- FC(F)(F)c1cccc(Cc2noc(CN3CCC(N4CCCCC4)CC3)n2)c1
    1.3 | -0.7 | 101.0 | -1.4 | -0.9 | -1.3 | 0.2 | -2.1 | -6.7 | -4.6
- COC(=O)c1cc(S(=O)(=O)Nc2cccc(-c3ccno3)c2)c[nH]1
    7.7 | 1.4 | 98.0 | -3.1 | -2.0 | -13.8 | 0.1 | -1.3 | -4.2 | -6.8
- COc1ccc(NC(=O)c2ccc(NC(=O)CN3CCN(c4ccc(O)cc4)CC3)cc2)cc1
    2.7 | -3.8 | 97.0 | 2.4 | -1.9 | 7.8 | 0.0 | -1.4 | -5.3 | 0.3
- O=C(CC1CCCC1)NCCS(=O)(=O)N1CCN(c2ccc(F)cc2)CC1
    -0.9 | 0.4 | 100.0 | -9.3 | -2.1 | -6.3 | -0.1 | -3.0 | -4.7 | -2.2
- CN1CCN(C(=O)C2CCN(c3ncc(C(F)(F)F)cc3Cl)CC2)CC1
    7.3 | 0.0 | 96.0 | -0.6 | -0.9 | 6.6 | 0.4 | -3.5 | -4.4 | -8.2
- N#Cc1ccc(S(=O)(=O)NCC(=O)OCC(=O)N2CCCC2=O)cc1
    33.7* | 0.2 | 99.0 | 4.6 | -4.6 | 5.5 | -0.1 | 5.3 | -2.5 | 16.7
- CCC(C)(C)n1nnnc1C(c1cc(OC)ccc1OC)N1CCC(C(N)=O)CC1 (centres undefined)
    5.4 | -0.5 | 98.0 | -0.6 | -1.0 | . | -0.1 | 1.6 | -4.1 | 1.5
- O=C(CC1Oc2ccccc2NC1=O)NCCCN1CCCC1=O (centres undefined)
    6.8 | 1.3 | 106.0 | -2.3 | 1.4 | 30.6 | 0.0 | -2.6 | 14.2 | -0.9
- Cc1ccc(-c2nnn(CC(=O)N(CCN3CCOCC3)C(C(=O)NC3CCCC3)c3ccncc3)n2)o1 (centres undefined)
    15.6 | -0.2 | 93.0 | -3.7 | -1.6 | -3.2 | -0.1 | -0.7 | -7.0 | -1.7
- O=C(NC1CC2CCCC(C1)N2S(=O)(=O)c1ccccc1)c1ccccc1 (centres undefined)
    2.7 | -2.1 | 105.0 | -0.6 | 0.9 | -23.5 | 0.1 | 8.6 | -3.6 | 3.1
- CCn1c(SC)nnc1-c1nnc(SC)n1CC
    10.4 | 0.6 | 96.0 | 0.5 | -2.4 | . | 0.4 | 1.4 | . | -2.8
- COc1ccc(/C=N/Nc2ncnc3scc(-c4ccccc4)c23)cc1OC
    1.6 | 0.7 | 97.0 | 6.3 | -3.8 | 19.5 | -0.1 | -4.2 | -9.5 | 6.5
- CC[C@H]1c2[nH]c3ccccc3c2C[C@@H]2C(=O)N(c3ccc(F)cc3)C(=O)N21
    10.8 | 0.1 | 96.0 | . | 2.3 | -15.5 | 0.2 | 0.4 | . | -7.9
- O=C(O)c1ccc(CS(=O)(=O)c2c(Cl)cccc2Cl)o1
    2.8 | 0.0 | 98.0 | 1.6 | 0.1 | 2.4 | -0.1 | 5.4 | -4.7 | -1.6
- COc1cc(NC2c3ccccc3C(=O)N2c2ccc(C)cn2)cc(OC)c1OC (centres undefined)
    7.2 | -3.4 | 105.0 | . | 0.0 | 9.7 | -0.3 | -2.8 | -2.4 | -7.5
- CCc1c(C)c2ccc(OCC(=O)OC(C)C)c(C)c2oc1=O
    -9.8 | -1.1 | 94.0 | 7.9 | -2.0 | -8.4 | 4.6 | 6.3 | -5.7 | -15.7
- Clc1ccc(-c2nnnn2-c2ccc(Cl)c(Cl)c2)cc1Cl
    -1.1 | -5.8 | 110.0 | -19.9 | 0.4 | -4.5 | 1.1 | -3.0 | -5.5 | -23.1
- Cc1c(C)c2ccc(OC(C)C(=O)NC3CC(C)(C)NC(C)(C)C3)cc2oc1=O (centres undefined)
    0.6 | 5.6 | 103.0 | -1.9 | -0.6 | -3.7 | -0.2 | 1.4 | -4.7 | 6.7
- N#Cc1c(N)oc(-c2cccs2)c1-c1cccs1
    -2.1 | 0.1 | 199.0 | -17.7 | -2.6 | . | 0.2 | 2.9 | -3.1 | 4.8
- CC12CCC(/C(=C/NNc3ccc([N+](=O)[O-])cc3[N+](=O)[O-])C1=O)C2(C)C (centres undefined)
    10.0 | 2.3 | 95.0 | 3.1 | 3.1 | -2.3 | 0.0 | -2.0 | -6.0 | -1.4

Records above that bear a hit mark in MC4R antagonist.
Molecule,MC4R antagonist,Glyco luc inh,ABCB6 inh MLPCN,PDI turbidity,MC4R ag barr,Vif inh,aDG glyco up,m5-HT2A agonist,CaV13 ICDI inh
N#Cc1ccc(S(=O)(=O)NCC(=O)OCC(=O)N2CCCC2=O)cc1,33.7*,0.2,99.0,4.6,-4.6,5.5,-0.1,5.3,-2.5

The results go on:
Every second line gives: MC4R antagonist | Glyco luc inh | ABCB6 inh MLPCN | PDI turbidity | MC4R ag barr | Vif inh | aDG glyco up | m5-HT2A agonist | CaV13 ICDI inh | H9c2 protect
- CSc1ccc(/C=N/NC(=O)C[n+]2ccccc2)cc1
    2.9 | -1.4 | 97.0 | 3.4 | -0.6 | -4.9 | 0.0 | -4.5 | -3.7 | -2.8
- COc1ccc([C@H]2C[C@H](n3cc(C4CC4)nn3)[C@@H](O)CN2C(=O)C2CCCCC2)cc1
    8.1 | 0.0 | 102.0 | -4.4 | -0.6 | -5.0 | -0.1 | 2.7 | -9.0 | -3.3
- O=C(Cn1ncc2c3ccccc3n(Cc3ccccc3)c2c1=O)NCCCN1CCOCC1
    16.9 | -0.7 | 96.0 | 4.1 | 0.2 | -1.0 | -0.2 | -4.9 | -2.5 | 6.5
- Cc1ccc(S(=O)(=O)N(C)C)cc1NC(=O)c1cccnc1Oc1ccccc1
    13.0 | -2.7 | 98.0 | 8.4 | -0.2 | -3.2 | -0.1 | 4.5 | -5.2 | 1.3
- COc1cc(CC(=O)OCC(=O)Nc2cc([N+](=O)[O-])ccc2Cl)cc(OC)c1OC
    15.9 | -1.5 | 98.0 | -1.8 | 0.8 | 2.7 | -0.1 | -0.8 | -5.4 | -1.9
- CC(=O)Nc1nnc(-c2ccc(Cl)s2)o1
    4.9 | 1.6 | 106.0 | -5.3 | -0.1 | -2.7 | -0.3 | 4.8 | -6.0 | 5.2
- COC(=O)c1cc(NS(=O)(=O)c2ccc(F)cc2)ccc1N1CCOCC1
    6.5 | 3.4 | 105.0 | -16.0 | -2.9 | -3.5 | -0.1 | -1.6 | -4.6 | 1.2
- CCOC(=O)[C@H]1[C@H]2COc3ccc(C)cc3[C@@H]2N2C(=O)CN(Cc3ccc(OC)cc3)C(=O)[C@@]12C
    5.0 | 0.6 | 99.0 | -11.0 | -0.6 | -4.9 | 0.0 | -4.7 | -7.9 | 3.7

Compound activity: PubChem BioAssay, several laboratories
